Screens from PubChem BioAssay.
TDP1 cell noCPT – qHTS for Inhibitors of human tyrosyl-DNA phosphodiesterase 1 (TDP1): qHTS in cells in absence of CPT; DT40 Tdp1-/- hTDP1 cells, no CPT, ATP luminescence, 48 h; Potency, µM (top dose mostly 46.2 µM), inactives show at the highest dose activity change, negative = growth inhibition, hits mostly inhibitors; 15% of 420,000 active; AID 686978, 2013; also: nearly all actives have a fitted effect of over 55% in size
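Cells were dispensed at 400 per well, compounds added by pin tool, plates incubated ≥48 hr at 37 °C, then CellTiter-Glo added for 30 min at room temperature before luminescence reading. Line: DT40 Tdp1-/- complemented with hTDP1; camptothecin omitted.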
KAT2A inh – GCN5L2 (KAT2A) acetyltransferase inhibition; Q92830; GCN5L2 HAT assay, ThioGlo1 CoA-SH fluorescence; Potency, µM (series often up to 58.9 µM), inactives show at the highest dose activity change, negative = inhibition, most hits filed as inhibitors; 0.21% of 390,000 active; AID 504327
Target sequence (Q92830 whole entry, looked up): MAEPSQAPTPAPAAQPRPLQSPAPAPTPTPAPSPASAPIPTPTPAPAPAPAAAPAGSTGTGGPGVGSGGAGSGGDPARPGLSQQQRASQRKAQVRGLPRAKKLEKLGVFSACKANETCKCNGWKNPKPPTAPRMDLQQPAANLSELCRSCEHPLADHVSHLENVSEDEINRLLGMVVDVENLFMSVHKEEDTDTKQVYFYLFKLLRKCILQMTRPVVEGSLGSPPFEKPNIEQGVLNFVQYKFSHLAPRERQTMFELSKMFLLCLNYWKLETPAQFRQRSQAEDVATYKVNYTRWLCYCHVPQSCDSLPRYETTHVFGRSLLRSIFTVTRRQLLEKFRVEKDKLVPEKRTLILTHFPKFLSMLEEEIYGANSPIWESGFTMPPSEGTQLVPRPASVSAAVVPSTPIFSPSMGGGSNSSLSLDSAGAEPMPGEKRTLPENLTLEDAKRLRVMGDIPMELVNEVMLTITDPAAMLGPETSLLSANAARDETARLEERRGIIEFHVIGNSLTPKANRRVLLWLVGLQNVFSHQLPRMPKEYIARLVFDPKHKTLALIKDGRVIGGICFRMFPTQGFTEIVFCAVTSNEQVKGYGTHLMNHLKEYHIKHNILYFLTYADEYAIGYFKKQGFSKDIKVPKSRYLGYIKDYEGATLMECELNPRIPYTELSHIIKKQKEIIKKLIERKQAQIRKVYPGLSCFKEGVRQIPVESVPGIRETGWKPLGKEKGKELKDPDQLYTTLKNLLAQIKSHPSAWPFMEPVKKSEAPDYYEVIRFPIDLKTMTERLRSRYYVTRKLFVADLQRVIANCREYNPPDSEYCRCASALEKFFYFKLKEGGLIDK
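Enzyme at 20nM final was mixed with library compounds for 15 min at room temperature. Peptide H3(1-25) at 75uM, acetyl-CoA at 70uM and ThioGlo1 at 50uM were then added. Plates were read immediately and after 20 min (Ex340nm/Em540nm).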
TDP1 cell CPT – DT40-hTDP1 cell growth loss with CPT | chicken DT40 Tdp1-/-;hTDP1 cells + 20 nM CPT, ATP luminescence, 48 h | 12% of 420,000 active | Potency, µM (top dose mostly 46.2 µM), for inactives: top-dose activity change, negative = growth inhibition, usual class: inhibitors; also: nearly all actives have a fitted effect of over 55% in size
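Cell growth measured by CellTiter-Glo luminescence after a minimum 48 h, 37 C compound exposure with 20 nM CPT in Tdp1-knockout DT40 cells stably expressing hTDP1, seeded 400/well; qHTS titration format.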
* = called active by the depositor; ? = inconclusive; . = not tested or not shown. Calls follow the shape of the dose curve; as a rule, active = well fitted curve in the direction sought with a large enough effect; inconclusive = small, poorly fitted or top-dose-only effect, or another doubt; inactive = no such curve, though single readings can be large; an effect the other way counts as inactive or inconclusive. % is scaled to controls: 0 for no effect and ±100 for the full control effect; potency is read from the fitted curve at half-maximal effect. A portion of the library (hit frequency here may not be typical).

Sequence of screens – TDP1 cell noCPT, KAT2A inh, TDP1 cell CPT
1) CCOC(=O)N1CCN(C(=O)Nc2ccc3nc(C)sc3c2)CC1
    0%, 3%, -12%
2) CNC(=O)CSCc1c(F)cccc1Cl
    12%, -1%, -10%
3) CNC(=O)c1ccc2nc(CCc3ccccc3)oc2c1
    -2%, -5%, 1%
4) CCOC(=O)N1CCN(c2ccc(C(=O)CC)cc2F)CC1
    ?, -6%, ?
5) COCC(C)NC(=S)Nc1ccccc1[N+](=O)[O-] (centres undefined)
    -8%, -9%, -27%
6) CCOC(=O)CNC(=O)CSc1nc(-c2ccccc2)ns1
    ?, -4%, ?
7) CC(C)NC(=O)CCNS(=O)(=O)c1ccc(Br)cc1
    -2%, -6%, -25%
8) Cc1ccc(NC(=O)COC(=O)CCCC2=NS(=O)(=O)c3ccccc3N2)cc1C
    24%, -9%, -9%
9) COc1ccc(CCNC(=O)Cn2c(=O)nc(-c3ccccc3)c3ccccc32)cc1OC
    -25%, 11%, -10%
10) CCN(C(=O)CCc1nc(-c2ccccc2F)no1)c1cc(OC)ccc1OC
    ?, -5%, 23µM*
11) Cn1cc(/C=C2\SC(=O)NC2=S)c2ccccc21
    -8%, -11%, -22%
12) CCN(CC)CCNS(=O)(=O)c1ccc(C(=O)NN)cc1
    ?, -1%, -20%
13) COc1cccc(C(=O)Nc2ccccc2OCc2cc(=O)n3ccccc3n2)c1
    ?, -1%, -22%
14) COc1cc(C(=O)NC2CCN(Cc3ccccc3)CC2)cc(Cl)c1OC(C)C
    21µM*, -1%, ?
15) COc1ccccc1NS(=O)(=O)c1cccc(C(=O)NCC(c2ccco2)N2CCCC2)c1 (centres undefined)
    ?, -1%, ?
16) O=C(NCc1nnc2c(C(F)(F)F)cc(Cl)cn12)c1ccco1
    15%, -9%, 1%
17) Cc1ccc(NC(=O)CC2SC(=Nc3ccc(O)cc3)NC2=O)cc1 (centres undefined)
    0%, -3%, 2%
18) O=C(Nc1cccc([N+](=O)[O-])c1)c1[nH]ncc1Cl
    -11%, 2%, -8%
19) COc1ccc(CNC(=O)CCn2c(=O)oc3ccccc32)cc1
    -12%, -2%, -9%
20) CCOP(=O)(c1ccc(N(C)C)cc1)C(O)c1ccccc1OC (centres undefined)
    17%, 0%, -7%

New compounds follow
Sequence of screens – TDP1 cell noCPT, KAT2A inh, TDP1 cell CPT
21) C=CCn1c2ccccc2c2nnc(SCC(=O)Nc3c(C)n(C)n(-c4ccccc4)c3=O)nc21
    ?, -12%, ?
22) COC(=O)c1sccc1NC(=O)CSc1ccccc1NS(=O)(=O)c1ccc(Cl)cc1
    -23%, -6%, -20%
23) O=C(O)CCCNS(=O)(=O)c1cccs1
    -13%, -7%, -3%
24) CCc1nc2ccc(C(=O)N(CC)CCN(C)C)cn2c1N(C)Cc1nccs1
    -2%, ., -5%
25) OCCNC(=S)c1ccccc1
    4%, -13%, -12%
26) CCOc1ccc2[nH]c(=O)c(CN(Cc3nnnn3Cc3ccccc3)CC3CCCO3)cc2c1 (centres undefined)
    ?, -10%, ?
27) O=C(COn1nnc2ccc(S(=O)(=O)N3CCOCC3)cc21)NCc1cccc(Cl)c1
    -20%, ., -17%
28) C[C@@H]1CN([C@@H](C)CO)C(=O)CCCn2nncc2CO[C@H]1CN(C)C(=O)Cc1ccccc1
    -10%, ., 0%
29) CNC(=O)/C(=C\c1ccc2c(c1)OCO2)NC(=O)c1ccc(Br)cc1
    -14%, -5%, -8%
30) CC1CC(C)CN(CCCNC(=O)Cc2c(C(=O)O)n(C)c3ccccc23)C1 (centres undefined)
    -9%, -2%, -12%
31) CCOc1ccc(S(=O)(=O)N2CCN(C(=O)c3cc4ccccc4o3)CC2)cc1
    21µM*, -13%, 21µM*
32) CC(C)Oc1ccc(C2C(C#N)=C(N)Oc3c2oc(CO)cc3=O)cc1 (centres undefined)
    2%, -10%, -1%
33) Cc1cc(C)c(NC(=O)C(=O)NCCc2csc(-c3ccc(F)cc3)n2)c(C)c1
    16µM*, -6%, 18µM*
34) COc1ccc(CC(=O)OCC(=O)NNC(=O)c2ccccc2)cc1
    6%, -7%, -8%
35) O=C(COc1ccc(C(=O)c2ccc(F)cc2)cc1)Nc1cccc(S(=O)(=O)N2CCOCC2)c1
    12µM*, -8%, 23µM*
36) CCOC(=O)N1CCN(S(=O)(=O)c2ccc(C(=O)Nc3sc4c(c3C#N)CCC4)cc2)CC1
    -28%, -21%, 0%
37) COc1ccccc1N1CC(C(=O)OCC(=O)c2ccc(F)cc2)CC1=O (centres undefined)
    -14%, 1%, 0%
38) CCO[C@H]1OC(C(=O)NCc2ccccc2)=C[C@@H](c2ccccc2)[C@@H]1CCCO
    ?, -1%, -25%
39) CC1Sc2ccccc2N(CC(=O)N(C(C)C)C(C)C)C1=O (centres undefined)
    -23%, -3%, -8%
40) CCc1nnc(NC(=O)CCC(=O)N2CCN(Cc3ccc(OC)c(F)c3)CC2)s1
    -24%, -3%, ?

Fetched by structure from the list above, 6 records:
Sequence of screens – TDP1 cell noCPT, KAT2A inh, TDP1 cell CPT
25) OCCNC(=S)c1ccccc1
    4%, -13%, -12%
31) CCOc1ccc(S(=O)(=O)N2CCN(C(=O)c3cc4ccccc4o3)CC2)cc1
    21µM*, -13%, 21µM*
37) COc1ccccc1N1CC(C(=O)OCC(=O)c2ccc(F)cc2)CC1=O (centres undefined)
    -14%, 1%, 0%
23) O=C(O)CCCNS(=O)(=O)c1cccs1
    -13%, -7%, -3%
22) COC(=O)c1sccc1NC(=O)CSc1ccccc1NS(=O)(=O)c1ccc(Cl)cc1
    -23%, -6%, -20%
28) C[C@@H]1CN([C@@H](C)CO)C(=O)CCCn2nncc2CO[C@H]1CN(C)C(=O)Cc1ccccc1
    -10%, ., 0%

Remaining list, next part:
Sequence of screens – TDP1 cell noCPT, KAT2A inh, TDP1 cell CPT
41) CN(C)CCNC(=O)CN1C(=O)COc2ccc(S(=O)(=O)N3CCCC3)cc21
    -17%, -3%, 4%
42) CNC(=S)N1N=C(c2ccc(C)cc2)CC1c1cc(OC)ccc1OC (centres undefined)
    9.2µM*, -20%, ?
43) NC(=O)c1cc(S(=O)(=O)N2CCOCC2)ccc1Sc1ccccc1N
    -19%, -2%, -2%
44) COc1ccc(Cc2c(O)nc(SCC(C)C)[nH]c2=O)cc1
    7%, 2%, -4%
45) COc1ccc(C(=O)NCC(=O)N/N=C/c2ccc([N+](=O)[O-])o2)cc1OC
    5.2µM*, -6%, 2.3µM*
46) Nc1ncnc2c1ncn2[C@@H]1O[C@H](CNCc2ccccc2)[C@@H](O)[C@H]1O
    -20%, 3%, -27%
47) Cc1ccc2[nH]cc(CCNC(=O)C3CCCCC3)c2c1
    ?, -16%, -22%
48) O=C(O)CNC(=S)N(Cc1ccccc1)Cc1cccnc1
    2%, -2%, -5%
49) COc1ccc(Cl)cc1NC(=O)Nc1ccccc1SC
    ?, -2%, ?
50) CC(C)N(Cc1nc2ccccc2c(=O)[nH]1)C(=O)c1ccc(NC(=O)CSc2nnnn2C)cc1
    4%, -2%, -11%
51) CCOC(=O)c1ccc(NC(=O)c2nc[nH]c2C(=O)N(CC)CC)cc1
    -8%, -5%, -7%
52) CCN(CC)c1ccc(NC(=O)CN2C(=O)c3cccnc3Oc3ccc(Cl)cc32)c(C)c1
    13µM*, -10%, 9.2µM*
53) CCC(C)c1ccc(NC(=O)COC(=O)c2nc3nccc(C)n3n2)cc1 (centres undefined)
    ?, -12%, -16%
54) COc1ccc(OCC(=O)NNC(=O)C(=O)Nc2cc(OC)ccc2OC)cc1
    -21%, -4%, ?
55) O=C(Nc1ccc(Cl)cc1)C1Cc2c(-c3ccc4c(c3)OCO4)ccnc2O1 (centres undefined)
    21µM*, ., 23µM*
56) CC1=CC(c2ccccc2)n2nc(NC(=O)CCCC(=O)O)nc2N1 (centres undefined)
    2%, 2%, 2%
57) Nc1c(C(=O)O)sc2nc(-c3ccccc3)cc(-c3ccc(F)cc3)c12
    -29%, ?, -18%
58) COc1ccc2c(c1)c(C)cc[n+]2Cc1ccccc1
    1.6µM*, -9%, 2.6µM*
59) CC(C)C(=O)Nc1c(-c2ccccc2Cl)c(=O)c2ccccc2n1C
    0%, -1%, ?
60) CC(C)n1c(N2CCN(C(=O)Nc3ccccc3)CC2)nc2ccccc21
    -28%, 2%, -20%

New compounds follow
Sequence of screens – TDP1 cell noCPT, KAT2A inh, TDP1 cell CPT
61) O=C(CCN1C(=O)/C(=C/c2cccs2)SC1=S)Nc1ccc(C(=O)O)c(O)c1
    4%, ?, 1%
62) Clc1cccc(CNc2cc(-c3ccccc3)nc3nncn23)c1
    15µM*, 0%, 15µM*
63) O=C(Cc1ccc([N+](=O)[O-])cc1)Nc1nnc(C2CC2)s1
    -2%, 0%, 1%
64) Cc1ccc(-n2nnnc2SCC(=O)c2c(N)n(C3CC3)c(=O)[nH]c2=O)cc1
    -27%, -4%, -17%
65) C[C@H](NCc1c[nH]c2ccccc12)c1ccccc1
    ?, 0%, 21µM*
66) COc1ccc(OC)c(CNC(=O)C2CCN(S(=O)(=O)c3ccc4[nH]c(=O)oc4c3)CC2)c1
    -23%, 3%, 0%
67) CCCc1ccc2oc(C(=O)N3CCCC3)c(C)c2c1
    ?, -3%, ?
68) CC(=O)Nc1ccc2nc(NC(=O)COc3ccccc3Cl)sc2c1
    -13%, -15%, 3%
69) CCn1c(SCC(=O)Nc2cccc(C)n2)nc2c1c(=O)n(C)c(=O)n2C
    ?, 3%, -1%
70) NC(=O)NCc1ccccc1F
    12%, -2%, -3%
71) COC(=O)c1sccc1OCc1cccc(OC)c1
    -24%, 2%, 7%
72) CCC(c1nnc(SCC(=O)NCC2CCCO2)n1Cc1ccccc1)N(C)C (centres undefined)
    -21%, ., -17%
73) COC(=O)NCC(c1ccco1)N1CCN(c2ccc(OC)cc2)CC1 (centres undefined)
    7%, -3%, 7%
74) COCCN(C(=S)Nc1ccccc1OC)C1CCN(C(C)C)CC1
    13%, -2%, 13%
75) COc1ccc(/C=N/NC(=O)CN(CCc2ccccc2)S(=O)(=O)c2ccc(NC(C)=O)cc2)cc1OC
    ?, -3%, ?
76) CCN(CC)CCCNc1sc(S(=O)(=O)c2ccccc2)nc1S(=O)(=O)c1ccc(Cl)cc1
    ?, 0%, ?
77) O=C(NCCCN1CCOCC1)c1cccc(NC(=O)c2ccccc2)c1
    -1%, ., 8%
78) Nc1nc2ccccc2n1CCN1CCCC1
    -4%, 0%, -3%
79) OC(CNCc1ccc(Cl)cc1)COc1ccccc1 (centres undefined)
    ?, 24%, ?

5 successive compounds out of the list so far, for reference:
Sequence of screens – TDP1 cell noCPT, KAT2A inh, TDP1 cell CPT
61) O=C(CCN1C(=O)/C(=C/c2cccs2)SC1=S)Nc1ccc(C(=O)O)c(O)c1
    4%, ?, 1%
62) Clc1cccc(CNc2cc(-c3ccccc3)nc3nncn23)c1
    15µM*, 0%, 15µM*
63) O=C(Cc1ccc([N+](=O)[O-])cc1)Nc1nnc(C2CC2)s1
    -2%, 0%, 1%
64) Cc1ccc(-n2nnnc2SCC(=O)c2c(N)n(C3CC3)c(=O)[nH]c2=O)cc1
    -27%, -4%, -17%
65) C[C@H](NCc1c[nH]c2ccccc12)c1ccccc1
    ?, 0%, 21µM*
